Assay outcomes: PubChem BioAssay, Southern Research Specialized Biocontainment Screening Center
Salmonella PhoP GFP: PhoP regulon inhibitors, Salmonella typhi PhoP promoter GFP reporter, confirmatory (AID 1850). actives 0.33% (n = 310,000). Salmonella Typhi PhoP-promoter GFP reporter, fluorescence, 4 h; higher % means a stronger effect. inhibition, % at 50 µM, or IC50 in µM where a hit was titrated; in the data active = a potency from the dose series; inconclusive = inhibition mostly from about 25% at the one dose, without a potency; inactive = the rest, 99 in 100 with inhibition below about 19%;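 note: 0% = induced wells with vehicle and 100% = uninduced wells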
H37Rv inhibition: M. tuberculosis growth inhibition, HTS (AID 449762); M. tuberculosis H37Rv growth inhibition, 7H9 media; higher % means a stronger effect; inhibition, % at 25 µM; hits with a dose series show IC50 in µM; actives 0.59% (n = 330,000); in the data active = a potency from the dose series; inconclusive = inhibition above about 70% without an active follow-up result;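 note: bacterial growth assessed after seven days of incubation; strong numbers were not always called active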
influenza NS1A: NS1A inhibition, H1N1 influenza, cell based functional assay (AID 504329); actives 0.3% (n = 340,000); inhibition, % at 12.5 µM, or IC50 in µM where a hit was titrated; NS1A functional cell-based assay, percent inhibition; higher % means a stronger effect; in the data active = a potency from the dose series; inconclusive = inhibition above about 27% without an active follow-up result; note: strong numbers were not always called active
M. tuberculosis: growth inhibition of non-replicating M. tuberculosis (AID 488890) | Mycobacterium tuberculosis non-replicating, growth inhibition; higher % means a stronger effect | one-dose inhibition, % at 25 µM; IC50 in µM for titrated hits | actives 0.39% (n = 320,000); in the data active = a potency from the dose series; inconclusive = inhibition mostly from about 82% at the one dose, without a potency; inactive = the rest, 99 in 100 with inhibition below about 76%;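 note: plate controls were DMSO cells for no effect and high antibiotic wells for full effect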
VEEV TC-83 Vero: inhibitors of VEEV TC-83 cytopathic effect, confirmation, Vero cells (AID 588727); actives 0.13% (n = 350,000); Vero cells, VEEV TC-83 cytopathic effect inhibition; higher % means a stronger effect; inhibition, % at 20 µM; hits with a dose series show IC50 in µM; in the data active = a potency from the dose series; inconclusive = inhibition mostly from about 14% at the one dose, without a potency; inactive = the rest, 99 in 100 with inhibition below about 12%; note: strong numbers were not always called active
VEEV TC-83 Vero 10K pilot screen: further read-out of VEEV TC-83 Vero, marked with its call; inhibition, %; measured here: 10K pilot screen inhibition
An asterisk follows results filed as active; i = inactive; ? = inconclusive; · = no result given.

SMILES	Salmonella PhoP GFP	H37Rv inhibition	influenza NS1A	M. tuberculosis	VEEV TC-83 Vero	others
CN1CCN(NS(=O)(=O)c2ccc(Cl)s2)CC1	-8%	15%	-4%	12%	0.6%
C=CCOC(=O)Cn1cnc2c(sc3nc(C)cc(C)c32)c1=O	-1%	-9%	-2%	37%	0.6%
Cc1ccc(NC(=O)c2cn(CCC#N)nc2-c2ccc3c(c2)OCCO3)c([N+](=O)[O-])c1	7%	6%	-3%	-19%	9.7%
Cn1c(=O)c2sccc2n2c(CCCC(=O)NCc3ccc(F)cc3)nnc12	4%	10%	7%	-13%	1.4%
CCc1ccccc1N(CC(=O)Nc1cccnc1)S(=O)(=O)c1ccccc1	3%	0%	-12%	19%	i
CCC(OC(=O)c1nsc(Cl)c1Cl)C(=O)NC(C)(C)C (stereo not drawn)	-4%	0%	1%	25%	0.6%
Cc1cccnc1NC(=O)c1c(O)c2ccccc2n(C)c1=O	10%	?	-9%	i	7.7%
COc1cc(OC)c(C2CC(=O)N3CN(c4ccc(C)cc4)CSC3=C2C#N)cc1OC (stereo not drawn)	-1%	-21%	-9%	18%	4.4%
CCc1ccccc1NC(=O)CN1CCN(C(=O)c2cccc(-n3cnnn3)c2)CC1	·	-4%	-2%	7%	3.5%
O=C(NCc1ccc(F)cc1)c1cc(S(=O)(=O)N2CCCCC2)ccc1Cl	·	-16%	0%	-2%	0.2%
C/C(=N\Nc1cccc([N+](=O)[O-])c1)c1cc2ccccc2o1	6%	-2%	-5%	13%	0.4%
N#Cc1ccccc1S(=O)(=O)N1CCN(C(=O)CN2CCCC2c2cccs2)CC1 (stereo not drawn)	·	4%	-5%	64%	0.5%
COC(CNC(=O)c1cn(C)c2ccc(S(=O)(=O)N(C)C3CCCCC3)cc2c1=O)OC	-25%	0%	12%	11%	2.2%
CN(C)S(=O)(=O)c1cccc(NC(=O)c2cc3c(=O)n4ccccc4nc3s2)c1	8%	-9%	-15%	-14%	0.5%
C=CCNc1ncnc2c1ncn2C1OC(CO)C(O)C1O (stereo not drawn)	11%	1%	-4%	16%	6.3%	VEEV TC-83 Vero 10K pilot screen=0.4
CC(=O)NC(c1ccco1)c1cc(F)c2cccnc2c1O (stereo not drawn)	·	-2%	3%	24%	2.2%
CC(C)[C@H](NC(=O)OCc1ccccc1)C(=O)OCC(=O)Nc1ccc(N2CCOCC2)cc1	2%	?	-2%	58%	7.8%
O=C(Cn1cc(C(F)(F)F)cc(Cl)c1=O)NCCc1ccc(Cl)cc1Cl	-10%	-1%	-12%	-10%	i
CN(CC(=O)Nc1ccc(F)c(F)c1F)C(=O)C1COc2ccccc2O1 (stereo not drawn)	·	-1%	-11%	11%	0.1%
NC(=O)CSc1nnc(-c2cccnc2)n1Cc1ccccc1	-10%	3%	-5%	2%	i
Cc1cc(NC(=O)CSc2nc3c(c(=O)n2-c2ccccc2)SC(C)C3)no1 (stereo not drawn)	8%	8%	1%	16%	5.0%
O=C(CC1SC(N2CCCCC2)=NC1=O)Nc1cccc(C(=O)Nc2ncccc2O)c1 (stereo not drawn)	5%	-5%	5%	-20%	0.7%
CCOc1ccc(CNC(=O)CCC(=O)n2ncc3ccc(Cl)cc32)cc1	-13%	-10%	-5%	-7%	1.4%	VEEV TC-83 Vero 10K pilot screen=1.0
CCS(=O)(=O)N1CCC(C(=O)Oc2ccc(C)c(C)c2)CC1	-2%	2%	-5%	75%	0.1%
CCOc1ccc(NC(=S)NC23CC4CC(CC(C4)C2)C3)cc1	2%	-20%	-14%	71%	i

Looked up by structure from the list above, three records:
SMILES	Salmonella PhoP GFP	H37Rv inhibition	influenza NS1A	M. tuberculosis	VEEV TC-83 Vero	others
N#Cc1ccccc1S(=O)(=O)N1CCN(C(=O)CN2CCCC2c2cccs2)CC1 (stereo not drawn)	·	4%	-5%	64%	0.5%
O=C(CC1SC(N2CCCCC2)=NC1=O)Nc1cccc(C(=O)Nc2ncccc2O)c1 (stereo not drawn)	5%	-5%	5%	-20%	0.7%
Cc1ccc(NC(=O)c2cn(CCC#N)nc2-c2ccc3c(c2)OCCO3)c([N+](=O)[O-])c1	7%	6%	-3%	-19%	9.7%

Next section.
SMILES	Salmonella PhoP GFP	H37Rv inhibition	influenza NS1A	M. tuberculosis	VEEV TC-83 Vero	others
Cc1ccc(C)c(N(C(=O)Cn2nnc(-c3cccs3)n2)C(C(=O)NC2CCCC2)c2ccncc2)c1 (stereo not drawn)	8%	-4%	-3%	-3%	1.3%
O=C(c1ccc(NS(=O)(=O)c2ccc3[nH]c(=O)[nH]c3c2)cc1)N1CCN(c2ccccc2)CC1	·	7%	-3%	12%	9.9%
C=CCN1N=C(/C=C/c2ccccc2)CCC1=O	9%	-3%	-5%	0%	0.7%
Cc1ccc(-c2nc3ccccc3[nH]2)cn1	-4%	-1%	0%	-2%	1.3%
CC1=C(C(=O)Nc2ccccc2)C(c2cc(CN3CCOCC3)cs2)C2=C(CCCC2=O)N1 (stereo not drawn)	-4%	-2%	7%	-24%	i
O=C(OC1CO[C@H]2O[C@@H]1[C@H](OC(=O)c1ccccc1)[C@H]2OC(=O)c1ccccc1)c1ccccc1 (stereo partly drawn)	-4%	-3%	·	1%	0.5%
COc1cc(CCC(=O)OCC(=O)Nc2c(F)cccc2F)cc(OC)c1OC	9%	-8%	-7%	10%	i
CCOc1ccc(CNC(=O)CS(=O)(=O)Cc2nc(-c3ccc(OC)cc3)oc2C)cc1	-1%	2%	-8%	2%	0.6%
COc1ccccc1N(CCC#N)C(=S)Nc1ccc(S(=O)(=O)N2CCOCC2)cc1	·	-6%	1%	69%	0.1%
O=C(/C=C1\SC(=O)NC1=O)Nc1ccc(C(=O)O)cc1	-2%	8%	-13%	-2%	1.0%
NC(=O)C1CCN(c2nc(-c3cccnc3)cs2)CC1	·	6%	-11%	16%	0.6%
CCOC(=O)N1CCN(c2nc(N(c3ccccc3)c3ccccc3)nc(-n3ccnc3)n2)CC1	5%	93µM*	·	1%	·
COc1ccc([N+](=O)[O-])cc1NC(=O)C1CCCCC1C(=O)O (stereo not drawn)	-7%	-4%	7%	-14%	0.1%
O=C(Nc1ccc(Oc2ccsc2C(=O)O)cc1)c1ccccc1F	-6%	-6%	-2%	11%	i
Cc1ccc(-c2cn(S(=O)(=O)c3cccc4nsnc34)nc2N)cc1	-6%	5%	2%	57%	3.6%
O=C(C1=COCCO1)N(Cc1nnc(-c2ccc(Cl)cc2)o1)C1CC1	2%	-4%	-3%	18%	0.2%
Cc1cc2nc3c(=O)n(C4CCCCC4)c(=O)[nH]c3nc2cc1N	·	·	2%	·	0.5%
O=C(CCC(=O)Nc1ccccc1)N/N=C/c1ccccc1F	-3%	-5%	6%	11%	1.4%
COc1ccc(CNc2cc(C)nc3ncnn23)c(OC)c1	7%	-9%	-3%	9%	i
Clc1ccc(-c2nnc(-c3ccccc3)c(-c3ccccc3)n2)cc1	3%	12%	3%	24%	i
CC(C)CNC(=O)[C@H](Cc1ccccc1)NC(=O)c1ccco1	0%	-12%	3%	3%	0.5%
Cc1c(Cl)cccc1NC(=O)CNCc1ccccc1F	11%	-12%	-5%	4%	i
O=S(=O)(NC(=NCc1ccccc1)c1ccccc1)c1ccccc1	-20%	1%	0%	2%	0.4%
COc1cc(NS(=O)(=O)c2ccc3c(c2)C(C)(C)C(=O)N3C)cc(OC)c1	-8%	-7%	-8%	12%	2.5%
CCCN(CCC)c1ccc(/C=N/NC(=O)CN2CCOCC2)cc1	7%	8%	-6%	4%	0.7%

Next part (3 carried over from the part before).
SMILES	Salmonella PhoP GFP	H37Rv inhibition	influenza NS1A	M. tuberculosis	VEEV TC-83 Vero	others
O=S(=O)(NC(=NCc1ccccc1)c1ccccc1)c1ccccc1	-20%	1%	0%	2%	0.4%
COc1cc(NS(=O)(=O)c2ccc3c(c2)C(C)(C)C(=O)N3C)cc(OC)c1	-8%	-7%	-8%	12%	2.5%
CCCN(CCC)c1ccc(/C=N/NC(=O)CN2CCOCC2)cc1	7%	8%	-6%	4%	0.7%
COc1ccc(/C=N/S(=O)(=O)c2cccs2)cc1	-19%	-12%	5%	-1%	3.0%
COc1ccc(S(=O)(=O)N2CCN(C(=O)COc3ccccc3)CC2)cc1	-5%	-6%	2%	-2%	1.0%
COC(=O)CNC(=O)C1CCC(CNS(=O)(=O)c2cccc3nsnc23)CC1 (stereo not drawn)	5%	6%	-3%	5%	1.8%
CC1CCN(C(=O)c2ccc3c(c2)OCCO3)CC1	13%	-14%	-9%	-5%	i
COc1cccc(CNC(=O)CCNC(=O)Cn2ccc3ccccc3c2=O)c1	-3%	-2%	-3%	4%	2.6%
COC(=O)C1CCN(S(=O)(=O)Cc2ccccc2Cl)CC1	0%	-7%	-3%	31%	0.7%
Cc1ccc(-c2cc(C(=O)N3N=C(C(F)F)CC3(O)C(F)F)c3ccccc3n2)cc1C (stereo not drawn)	-3%	?	3%	76%	i
O=C(c1csc2ccccc12)N1CCCCCC1	-11%	2%	1%	29%	i
CCOc1cccc(-c2nc3c(s2)CCc2onc(-c4cccc([N+](=O)[O-])c4)c2-3)c1	-4%	-7%	0%	-8%	i
c1ccc2c(c1)Cn1nnnc1-2	-12%	0%	-10%	2%	1.4%
CSc1nnc2c3c4c(sc3nc(-n3nc(C)cc3C)n12)COC(C)(C)C4	·	·	5%	·	0.3%
OCCCC1CCCN(Cc2cn[nH]c2-c2ccc(F)cc2F)C1 (stereo not drawn)	-6%	1%	4%	-4%	i
CN(Cc1ccccc1)C(=O)c1ncn(Cc2ccccc2)c1C(=O)N(C)Cc1ccccc1	·	-5%	7%	18%	11%
COc1ccc(C(=O)NC2CCCc3ccccc32)c(OC)c1OC (stereo not drawn)	-6%	3%	-2%	8%	i
COc1ccccc1-c1c(NC(=O)C(C)C)n(C)c2ccccc2c1=O	3%	-4%	-19%	-3%	0.7%
CCc1n[nH]c(=S)n1N=C1CCC(C)CC1 (stereo not drawn)	-4%	-11%	-11%	2%	i
COCCN=C1NC(=O)C(CC(=O)Nc2cccc(Cl)c2C)S1 (stereo not drawn)	5%	-10%	·	-7%	6.1%
CN1CCC(CN)(N2CCN(c3ccccc3)CC2)CC1	9%	-18%	>100µM*	25%	i
O=c1c2ccccc2nc(-c2cccs2)n1-c1cnccn1	6%	3%	-5%	-1%	0.6%
N#Cc1ccccc1OCC(=O)C1CC1	9%	-3%	-21%	-6%	0.7%
CCSc1nc(O)c(CC)c(=O)n1C(C)CC (stereo not drawn)	0%	8%	-8%	44%	i
CC(=O)N1N=C(c2ccco2)CC1c1cc2cc(C)ccc2nc1Cl (stereo not drawn)	-4%	2%	·	-2%	2.1%
Cc1cnc(C)c(N2CCN(Cc3cn(C)nc3-c3cccc(Cl)c3)CC2)n1	-4%	-2%	-9%	1%	0.0%
CSCCCNC(=S)Nc1ccc(N2CCOCC2)cc1N1CCOCC1	5%	7%	0%	10%	1.0%
CCN(CC)CCn1c(NC(=O)c2ccc(Cl)cc2)nc2ccccc21	1%	?	-4%	?	1.5%

Next part
SMILES	Salmonella PhoP GFP	H37Rv inhibition	influenza NS1A	M. tuberculosis	VEEV TC-83 Vero	others
Cc1ccc(/C=C/C(=O)N2CCCN(C(=O)/C=C/c3ccc(C)cc3)CC2)cc1	0%	?	-4%	25%	7.0%
O=C(Nc1ccccc1N1CCOCC1)c1cccc(Oc2ccccc2)c1	11%	0%	6%	54%	6.5%
COCOc1ccc(-c2cc(=O)c3c(O)cc(OCOC)cc3o2)cc1	-2%	-9%	-8%	-9%	1.2%
COc1cccc(N2[C@@H](CC(=O)O)c3cc(C(F)(F)F)ccc3S2(=O)=O)c1	-25%	32%	-25%	17%	i
O=C1NC(c2ccncc2)Nc2sc3c(c21)CCCC3 (stereo not drawn)	10%	1%	3%	4%	1.9%
CCc1ccc(N2CC(C(=O)OC)CC2=O)cc1 (stereo not drawn)	-7%	1%	3%	54%	i
CCN(C[C@H]1N[C@@](C)(C(=O)OC)[C@H]2C(=O)N(C)C(=O)[C@@H]12)C(=O)Nc1ccc(Cl)cc1	·	-8%	-5%	1%	i
COc1ccc(Nc2ncnc3c2c(C)c(C)n3CCCN(C)C)cc1	-5%	-4%	-9%	-7%	i
CCn1c(=O)c2ccccc2n(Cc2ccc([N+](=O)[O-])cc2)c1=O	-10%	6%	8%	9%	i

Among those listed so far, two have a CF3 group:
SMILES	Salmonella PhoP GFP	H37Rv inhibition	influenza NS1A	M. tuberculosis	VEEV TC-83 Vero	others
O=C(Cn1cc(C(F)(F)F)cc(Cl)c1=O)NCCc1ccc(Cl)cc1Cl	-10%	-1%	-12%	-10%	i
COc1cccc(N2[C@@H](CC(=O)O)c3cc(C(F)(F)F)ccc3S2(=O)=O)c1	-25%	32%	-25%	17%	i

Compounds as they come; any-hit rate near 1.4%.
